Screening results from PubChem.
E coli WT exp: E. coli BW25113 growth inhibition, expanded screen; 0.15% of 98,000 active; growth inhibition, % at 100 µM; AID 710; OD600 absorbance;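 active = growth inhibition above about 50% at one test dose, limit read from the data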;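 note: growth measured after 20 h incubation at 37 °C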
ERa coact inh: blocks coactivator binding to human estrogen receptor alpha | P03372 | TR-FRET ER-alpha LBD / SRC-1 peptide, estradiol-bound | inhibition, % at 25.6 µM | 1.7% of 86,000 active; in the data active = inhibition above about 50%;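 note: 0% = receptor plus peptide control and 100% = peptide only without receptor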
Target sequence (P03372 whole entry, looked up, the tested form may be a part): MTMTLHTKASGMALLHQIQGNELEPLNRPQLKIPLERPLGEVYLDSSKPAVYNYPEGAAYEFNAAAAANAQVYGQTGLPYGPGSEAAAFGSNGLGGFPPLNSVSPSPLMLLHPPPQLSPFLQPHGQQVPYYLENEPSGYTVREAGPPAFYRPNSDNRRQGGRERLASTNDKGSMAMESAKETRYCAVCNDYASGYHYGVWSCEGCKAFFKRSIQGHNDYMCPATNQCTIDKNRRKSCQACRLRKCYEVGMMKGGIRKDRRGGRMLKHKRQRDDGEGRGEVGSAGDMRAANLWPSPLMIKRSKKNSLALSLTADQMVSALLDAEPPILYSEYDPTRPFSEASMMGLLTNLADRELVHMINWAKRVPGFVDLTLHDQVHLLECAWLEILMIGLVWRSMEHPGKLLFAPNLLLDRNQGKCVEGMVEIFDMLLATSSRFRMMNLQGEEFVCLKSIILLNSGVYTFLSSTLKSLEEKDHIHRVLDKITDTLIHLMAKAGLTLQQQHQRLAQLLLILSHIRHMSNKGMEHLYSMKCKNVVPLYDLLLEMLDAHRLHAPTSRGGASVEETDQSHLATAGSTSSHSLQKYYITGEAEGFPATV
MT1-MMP txn act: MT1-MMP promoter transcription activation; HT1080 MT1-MMP promoter luciferase reporter, luminescence, overnight; stronger effect = higher value; activation factor at 10 µM; 0.16% of 86,000 active; AID 750;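 active = activation factor of at least 2 for MT1-MMP transcription at 10 µM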
PLAP activator: activators of human placental alkaline phosphatase | 1.2% of 96,000 active | P05187 | purified PLAP enzyme, luminescent substrate read-out; stronger effect = higher value | activation fold at 20 µM; in the data active = activation fold above about 2
ERb coact inh: blocks coactivator binding to human estrogen receptor beta; Q92731; TR-FRET ER-beta LBD / SRC1-Cy5 peptide binding; receptor agonist-loaded with 1 µM estradiol; inhibition, % at 25.6 µM; 1.3% of 86,000 active; AID 633;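 active = compounds whose percent inhibition of the receptor-coactivator binding signal exceeds about 50% in the single-dose screen, limit read from the data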;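 note: 0% = receptor plus peptide wells without compound and 100% = peptide-only wells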
ERa coact pot: ER-alpha (human) coactivator binding potentiation | P03372 | TR-FRET ERalpha-LBD/SRC-Cy5 coactivator binding, 2 h; 100 = basal binding, no effect | coactivator binding (% of control), % at 25.6 µM | 1.3% of 86,000 active | AID 639; in the data active = activity above about 200%;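 note: binding measured in presence of low estradiol as agonist stimulus; 0% = peptide alone without receptor and 100% = receptor with peptide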
Mac1 fbg enh: CD11b/CD18-fibrinogen binding enhancement; 0.07% of 93,000 active; P05107+P11215; K562 CD11b/CD18 adhesion to fibrinogen, ATPlite luminescence; activation, % at 10 µM;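 active = 10 µM primary screen giving 50% or more activity, confirmed by 40% or more on retest at that dose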; note: strong numbers were not always called active; reference of the scale not given here
FAK blocker: blocks human focal adhesion kinase activity; Q05397; biochemical FAK kinase activity assay; inhibition, %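 (tested at 7 µM)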; 0.84% of 97,000 active; in the data active = inhibition above about 19%;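 note: 0% = DMSO and 100% = reference compound high control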
Mac1 fbg inh: blocks human CD11b/CD18 adhesion to fibrinogen | P05107+P11215 | K562 CD11b/CD18 adhesion to fibrinogen, ATPlite luminescence; Mn2+ added to activate the integrin | inhibition, % at 10 µM | 0.54% of 93,000 active;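 active = primary inhibition of 50% or more at 10 µM, then 40% or more on retest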; note: some results filed as inactive read as strong as hits
Numbers without * were called inactive; · = not tested or not shown; [ ] = dose if it differs, or a comment.

SMILES	E coli WT exp	ERa coact inh	MT1-MMP txn act	PLAP activator	ERb coact inh	ERa coact pot	Mac1 fbg enh	FAK blocker	Mac1 fbg inh
Cc1cc2ccccc2n2c(SCC(=O)NCc3cccs3)nnc12	4	19	1.2	1.8	12	101	-1	-1	11
O=C(Cc1cn2ccsc2n1)Nc1ccccn1	12	-1	1.2	1	-3	110	2	7	7
CCCCn1c(CNC(=O)C23CC4CC(CC(C4)C2)C3)nnc1SCC(=O)Nc1nnc(C)s1	-1	-3	·	1.4	22	124	-4	1	-5
CCOC(=O)c1c(COc2ccccc2)oc2ccc(O)cc12	-9	5	1.2	1	-5	64	-4	-3	3
CSc1ccc(-c2nc3cnccn3c2Nc2ccc3c(c2)OCO3)cc1	-10	9	1	1.4	8	117	0	6	4
O=c1c2ccccc2c(/C=N/n2cnnc2)c(O)n1-c1ccccc1F	-3	-10[fluorescence artefact?]	1.1	1.2	-1	114	-1	·	-13
COc1ccc(CNC(=O)c2c(N)n(CCCN3CCOCC3)c3nc4ccccc4nc23)cc1	6	2	1	1.9	19	80[fluorescence artefact?]	6	0	21
CCOc1ccccc1C(=O)N1CCC(n2nnc3cc(C(F)(F)F)ccc32)CC1	-1	-7	1.2	1.5	-4	96	8	-1	-24
CCN(CC)CCOc1ncnc2c1oc1ccccc12	9	-2	1.2	1	-1	109	2	8	-9
CC(C)NC(=O)CC(c1ccccc1)c1cc(Br)ccc1O (stereo unspecified)	6	1[fluorescence artefact?]	1	1.3	-2[fluorescence artefact?]	98	-1	1	-22
CCc1nc(NCCc2ccccn2)c2nnn(Cc3ccccc3F)c2n1	-1	-5	1.1	1.4	-5	112	1	·	10
COc1ccc(C)cc1S(=O)(=O)Nc1ccc(F)cc1	4	3	1.2	0.9	-6	81	8	1	12
COCc1nnc(NC(=O)CCCOc2ccccc2OC)s1	-1	-7	0.9	0.9	-13	86	0	6	-1
CCOC(=O)CNC(=O)CSc1nnc(-c2cccc(OC)c2)n1CC	7	-11	1.1	1.1	-5	114	7	2	16
CCOc1cc(NC(=S)NCC2CCCO2)c(OCC)cc1NC(=O)c1ccccc1 (stereo unspecified)	0	·	·	1.3	·	·	1	4	2
CC(=O)NCCC(=O)Nc1cc(F)ccc1C	2	-9	·	0.8	5	106	-4	-2	-30
Cc1cccc(N2CCN(C(=O)c3cc4ccccc4oc3=O)CC2)c1C	0	-5	1	1	-8	94	8	-5	3
CCOC(=O)Cn1c(=O)oc2cc(S(=O)(=O)N3CCCC(C(=O)OCC)C3)ccc21 (stereo unspecified)	3	-8	1.1	1.1	-11	123	10	0	-7
Cc1ccc(NC(=O)CN(c2cc(C)cc(C)c2)S(=O)(=O)c2c(C)noc2C)nc1	-8	4	1.2	1.7	5	98	0	3	-9
COc1ccc(C2CC(c3ccc(C)cc3)Nc3nc(N)nn32)cc1 (stereo unspecified)	-3	-12	1.2	1.2	-7	106	0	-3	-20
COc1ccc(CCSc2nnc(C3CCCCC3)n2N)cc1	0	-3	·	1.2	-4	114	-4	-1	2
C/C(Nc1cccc(F)c1)=C(/C#N)C(N)=O	5	-5	1	0.9	-2	112	-2	1	-35
CCOc1ccc2nc(NC(NC(C)=O)(C(=O)OC)C(F)(F)F)sc2c1 (stereo unspecified)	5	-6	1.2	1.5	0	119	6	·	-10
CC1CC(C)CN(C(=O)CCCn2c(=S)[nH]c3ccccc3c2=O)C1 (stereo unspecified)	-1	1	1.2	1.2	-4[fluorescence artefact?]	82	-3	-4	6

Already shown: an excerpt of the list.
SMILES	E coli WT exp	ERa coact inh	MT1-MMP txn act	PLAP activator	ERb coact inh	ERa coact pot	Mac1 fbg enh	FAK blocker	Mac1 fbg inh
Cc1cc2ccccc2n2c(SCC(=O)NCc3cccs3)nnc12	4	19	1.2	1.8	12	101	-1	-1	11
O=C(Cc1cn2ccsc2n1)Nc1ccccn1	12	-1	1.2	1	-3	110	2	7	7

Some values from the entries so far.
Under Mac1 fbg enh, CCOc1cc(NC(=S)NCC2CCCO2)c(OCC)cc1NC(=O)c1ccccc1 (stereo unspecified) is entered as 1
Under E coli WT exp, COc1ccc(CCSc2nnc(C3CCCCC3)n2N)cc1 is entered as 0

(list continues)
SMILES	E coli WT exp	ERa coact inh	MT1-MMP txn act	PLAP activator	ERb coact inh	ERa coact pot	Mac1 fbg enh	FAK blocker	Mac1 fbg inh
CCC(=O)OC1=C2C(=Nc3c(c(=O)n(C)c(=O)n3C)C2c2ccccc2)c2ccccc21 (stereo unspecified)	·	-28	1.1	·	-25[fluorescence artefact?]	100	·	-2	·
COC(=O)c1c(C(=O)OC)c2cccc3cc(-c4ccccc4)c4ccc1c4n32	-13	·	·	0.9	·	·	18	4	-1
Cc1csc2nc(CNS(=O)(=O)c3ccc4c(c3)CCCC4)cn12	4	-7	1.1	0.9	-4	118	-4	1	-6
COc1ccc(C(O)c2nccn2Cc2ccccc2)cc1 (stereo unspecified)	3	·	·	1	·	·	14	0	20
CC1CCCCN1Cc1ccc(N)cc1 (stereo unspecified)	·	14	1.2	·	3[fluorescence artefact?]	102[fluorescence artefact?]	·	-1	·
CCCCc1ccc(NC(=O)COCC)cc1	15	-24	1.6	1	-16[fluorescence artefact?]	99	-5	2	2
O=C(O)c1ccc(NS(=O)(=O)/C=C/c2ccccc2)cc1O	-5	29	1	1.3	22[fluorescence artefact?]	90	-2	0	56
CC(C)C(=O)Nc1ccc(C(=O)N2CCCCCC2)cc1	4	-7	0.9	0.9	-16	109	-3	-1	-20
CC(C)(C)c1ccc(O)c(/C=N\O)c1	6	6	·	1.7	12	91	-1	3	-9
CC(C)(C)c1ccc(C(=O)Nc2nonc2-c2nc3ccccc3[nH]2)cc1	-3	18	1.2	1	5[fluorescence artefact?]	93	·	-1	·
O=c1n(Cc2ccccc2Cl)c2sc3c(c2c2ncnn12)CCCC3	·	2	1	0.8	6	108	-1	·	-25
CCCCCn1c(CNC(=O)CCC)nc2ccccc21	-12	4	1.2	1.1	0	93	1	-6	-50
O=C(/C=C/c1ccc(O)cc1)c1ccc(NC2=C(N3CCCCC3)C(=O)c3ccccc3C2=O)cc1	-17	·	·	0.9	·	·	13	30*	24
Cc1ccc(C(=O)Nc2nc(COc3ccccc3)cs2)s1	-9	-1[fluorescence artefact?]	1.2	1.1	5[fluorescence artefact?]	137	0	-1	-1
Cc1ccc(NC(=O)c2cc3ccccc3o2)cc1S(=O)(=O)N(C)C	-4	·	·	0.9	·	·	-3	-2	-4
O=C1CC(Nc2ccccc2)C(=O)N1c1ccc(N2CCOCC2)cc1 (stereo unspecified)	0	-33	·	1	-20	112	2	-2	16
Cc1cc(C(=O)OCC(=O)N(C)C2CCS(=O)(=O)C2)c(C)n1-c1ccccc1 (stereo unspecified)	4	-6	1	1.6	1[fluorescence artefact?]	116	-2	-3	-8
COc1ccc(-c2nnc(SCC(=O)N3CCCc4ccccc43)o2)cc1OC	-3	2	0.9	·	6	112	·	1	·
CCOC(=O)c1cc(-c2ccc(C)o2)nn1CCC#N	0	-23	1	0.9	-5[fluorescence artefact?]	80[fluorescence artefact?]	0	·	-12
CCOc1cc(S(=O)(=O)n2c(C)nc3ccccc32)ccc1F	-3	2	1.1	1.5	-8	115	1	-1	3
CC(C)c1ccc(C(=O)CSc2n[nH]c(-c3ccncc3)n2)cc1	-2	4	1	1.1	-1	82	-2	2	-11
Cc1cc(N2CCN(Cc3ccc4c(c3)OCO4)CC2)n2ncnc2n1	6	4	1.1	1.2	-1[fluorescence artefact?]	108	-2	-3	-10
CCOC(=O)Cc1nnc(NC(=O)CSc2nnc3c4ccccc4n(C(C)C)c3n2)s1	-3	13	1	1.3	13	86	0	·	18
CCSc1oc(-c2ccccc2)nc1S(=O)(=O)c1ccccc1	-1	-7	1	0.8	2	93[fluorescence artefact?]	-1	-1	-15
COc1ccc(C(=O)Nc2cc3c(cc2Cl)OCCCO3)cc1	-1	·	·	0.9	·	·	-2	2	1
Cc1[nH]nc2c1C1(CCN(C(=O)c3ccccc3)CC1)C(C#N)=C(N)O2	2	·	1	0.9	·	·	6	-5	-1
C/C(=N\OC(=O)c1ccc(Cl)cc1)c1sc(-c2ccccc2)nc1C	-28	·	·	0.9	·	·	-2	0	-22
COc1ccc(C(C)=O)cc1CSc1nnc(-c2ccc(Cl)cc2)n1-c1ccccc1	-4	·	·	0.8	·	·	-1	-5	-5
Cc1cc(Cl)ccc1OCCCC(=O)N1CCCc2ccccc21	-1	·	·	1.4	·	·	-1	2	14
O=C(COc1ccc(Cl)cc1)NCc1nnc(SCC(=O)NC2CCCCC2)o1	2	13	1.4	0.9	-15	131	-3	-10	-19
CCc1cc2c(NCCC(=O)O)ncnc2s1	-5	-9	1.1	0.8	-1	105	-2	0	30
Cn1c(Cc2ccccc2)nnc1SCCC(=O)Nc1ccccc1	9	-13	1.1	1.1	-4	118	-3	-2	1
COc1ccc2c(c1)C(C)=CC(C)(C)N2C(=O)CN1C(=O)CCC1=O	·	-3	1.2	·	-4	90	·	3	·
Brc1ccc(-c2nn3c(-c4ccco4)nnc3s2)o1	3	25[fluorescence artefact?]	1.1	0.9	27	94[fluorescence artefact?]	0	-34	2
COc1ccc(CCNC(=O)C2CCCN2C(=O)Nc2cccc(C(C)=O)c2)cc1OC (stereo unspecified)	3	-7	1.1	1	-13	120	-1	7	0
Cc1ccc(N=C2N=C(N)c3ccccc32)cc1C	·	9	1.2	·	-3	99	·	4	·
O=C(Cn1nnc(-c2ccc3c(c2)OCO3)n1)N1CCOCC1	-7	9	1.2	0.9	12[fluorescence artefact?]	107	4	1	-4
Cc1nc(SCC(=O)NCc2ccccc2)c2c(=O)n(C)c(=O)n(C)c2n1	-7	11	1.1	1	0	81	-4	·	-72
CCCCCOC(=O)C1=C(C)NC(=O)NC1c1ccccc1OCC (stereo unspecified)	3	7	1.9	1.1	-1	105	0	9	-19
CCOC(=O)C1=C(C)N(C)C(C)=C(C(=O)OCC)C1c1ccncc1	-1	-8	1.3	1.5	-9	119[fluorescence artefact?]	0	0	7
O=C(CN(Cc1ccccc1)S(=O)(=O)c1ccc(Br)cc1)NCc1ccco1	-14	-1	1.2	0.7	-11	76	4	1	-32
COC(=O)C1=C(C)N(c2ccccc2)/C(=C/c2cccs2)C1=O	-10	·	·	1	·	·	-4	-5	1
CC1CCCC(NC(=O)CSc2ncccc2C(=O)O)C1C (stereo unspecified)	1	-5	1	0.9	-9	155	5	7	-40
CCc1ccc(CN(C)CCc2ccccn2)cc1	-6	-7	1.1	1.3	-1	120	2	18	-28
CCCOC(=O)c1[nH]c2c(c1C)C(=O)CC(c1cc(OC)c(OC)c(OC)c1)C2 (stereo unspecified)	-3	6	1	1.1	14	82[fluorescence artefact?]	-2	·	14
OC(COc1c(Br)cc(Br)cc1Br)CN1CCOCC1 (stereo unspecified)	-5	-8	1.1	1.6	-6	97	5	-7	0
CC(=O)NNc1cccc(Cl)n1	6	·	·	1.1	·	·	-3	-8	13
CCOc1ccccc1N1CCN(C(=O)c2cc3c(s2)CCC3)CC1	4	-11	0.9	1.4	-2	108	-1	2	-14
Cc1cc2nc(-c3ccc(SCC(=O)N4CCOCC4)nc3)[nH]c2cc1C	-6	3[fluorescence artefact?]	0.9	0.8	3	103[fluorescence artefact?]	-3	0	-16
O=C(c1ccccc1)c1cc(F)c(N2CCOCC2)cc1Cl	6	·	1.1	1.1	·	·	12	4	-3
CCN1CCN(Cc2c(C)[nH]c3ccc(C(=O)OC)cc3c2=O)CC1	-2	-4	1	0.9	-7	104	0	-1	-11

In the list so far, 3 contain a COOH group:
SMILES	E coli WT exp	ERa coact inh	MT1-MMP txn act	PLAP activator	ERb coact inh	ERa coact pot	Mac1 fbg enh	FAK blocker	Mac1 fbg inh
O=C(O)c1ccc(NS(=O)(=O)/C=C/c2ccccc2)cc1O	-5	29	1	1.3	22[fluorescence artefact?]	90	-2	0	56
CCc1cc2c(NCCC(=O)O)ncnc2s1	-5	-9	1.1	0.8	-1	105	-2	0	30
CC1CCCC(NC(=O)CSc2ncccc2C(=O)O)C1C (stereo unspecified)	1	-5	1	0.9	-9	155	5	7	-40
